Source: PubChem BioAssay (Sanford-Burnham Center for Chemical Genomics)
mouse EphA4 binding = EphA4 ligand-binding antagonists – biochemical, colorimetric, mouse EphA4, primary screen (AID 689); EphA4-AP binding to KYL peptide, pNPP A405; higher % means a stronger effect; inhibition, % at 10 µM, or IC50 in µM where a hit was titrated; 62,000 compounds, 0.1% hits; in the data active means a potency from the dose series; inactive means the rest, 99 in 100 with inhibition below about 22%
Numbers without * were called inactive.

SMILES	mouse EphA4 binding
COc1ccccc1C(=O)N1CCN(C(=O)c2ccc([N+](=O)[O-])cc2)CC1	-0.8%
O=C1C2C3C=CC([C@@H]2C(=O)N1Cc1cccnc1)C31CC1 (stereo partly specified)	-6.1%
N#Cc1c(-c2ccccc2)c(-c2ccccc2)n(Cc2ccco2)c1NC(=O)c1cccs1	24.8%
N#Cc1cc(-c2ccc(Cl)cc2)cn(Cc2c(Cl)cccc2Cl)c1=O	-2.4%
COc1cccc(N2C(=O)/C(=C/c3ccccc3Cl)SC2=S)c1	4.4%
CCCN1C=CC(=C/C=C(\C#N)C(=O)OCC)C=C1	-3.3%
O=c1oc2ccccc2cc1-c1csc(NN=C2CCCCC2)n1	3.8%
CCCc1nc(NCc2ccco2)c(C#N)c2c1COC(C)(C)C2	-1.2%
COc1ccc(N2CC(C(=O)NCCc3ccc(OC)c(OC)c3)CC2=O)cc1 (stereo unspecified)	-0.8%
CCc1cc(=O)oc2cc(OCC(=O)c3ccc(Cl)cc3)ccc12	-4.3%
Cc1ccc(S(=O)(=O)/N=C(/Nc2nc(C)cc(C)n2)N2CCOCC2)cc1	-23.1%
COc1ccc(OC)c(NC(=O)CSc2nnc(CNC(=O)COc3ccc(Cl)cc3)o2)c1	4.9%
COC(=O)c1ccc(NC(=O)CNC(=O)C2CCCCC2)cc1	0.2%
CCc1ccc(N(CC(=O)NC2CCCCC2)S(=O)(=O)c2c(C)noc2C)cc1	-10.2%
COc1ccc(OC)c2c1sc(=NC(=O)C(C)(C)C)n2C	-11.2%
COC(=O)c1ccccc1NC(=O)C1CC(=O)N(c2ccc(C)c(C)c2)C1 (stereo unspecified)	1.2%
COc1nc(NCc2cccnc2)nc(OC)n1	20.4%
O=c1[nH]cnc2scc(-c3ccccc3)c12	-2.4%
CCCCOC(=O)c1ccc(N2C(=O)CC(N3CCN(C/C=C/c4ccccc4)CC3)C2=O)cc1 (stereo unspecified)	-8.4%
Cc1ccc(NC(=S)NC(=O)c2ccco2)cc1C	-6.9%
O=C1c2ccccc2NC(c2ccccc2)N1/N=C/c1ccccc1 (stereo unspecified)	-8.6%
COc1ccc(-c2cc(-c3cccs3)c(C#N)c(SCC(=O)NCc3ccccc3)n2)cc1	1.2%
Cc1ccc(S(=O)(=O)c2c(C)cc(C)nc2Oc2cccc(C)c2C)cc1	-4.5%
O=S(=O)(c1ccc(F)cc1)n1ccc(-c2cccc(OCc3ccc(Cl)cc3Cl)c2)n1	-4.6%
CC1Cn2c(nc3sc4c(c3c2=O)CCC4)N1CCO (stereo unspecified)	3.4%

Another view of 4 compounds above.
O=C1C2C3C=CC([C@@H]2C(=O)N1Cc1cccnc1)C31CC1 (stereo partly specified)
  mouse EphA4 binding: -6.1%

N#Cc1c(-c2ccccc2)c(-c2ccccc2)n(Cc2ccco2)c1NC(=O)c1cccs1
  mouse EphA4 binding: 24.8%

N#Cc1cc(-c2ccc(Cl)cc2)cn(Cc2c(Cl)cccc2Cl)c1=O
  mouse EphA4 binding: -2.4%

COc1cccc(N2C(=O)/C(=C/c3ccccc3Cl)SC2=S)c1
  mouse EphA4 binding: 4.4%

Of the compounds above, five have a halogen:
SMILES	mouse EphA4 binding
N#Cc1cc(-c2ccc(Cl)cc2)cn(Cc2c(Cl)cccc2Cl)c1=O	-2.4%
COc1cccc(N2C(=O)/C(=C/c3ccccc3Cl)SC2=S)c1	4.4%
CCc1cc(=O)oc2cc(OCC(=O)c3ccc(Cl)cc3)ccc12	-4.3%
COc1ccc(OC)c(NC(=O)CSc2nnc(CNC(=O)COc3ccc(Cl)cc3)o2)c1	4.9%
O=S(=O)(c1ccc(F)cc1)n1ccc(-c2cccc(OCc3ccc(Cl)cc3Cl)c2)n1	-4.6%

Additional results follow.
SMILES	mouse EphA4 binding
COc1ccc(CCN2CC34C=CC(O3)C(C(=O)NCc3ccccc3)C4C2=O)cc1OC (stereo unspecified)	-12.0%
C=CCn1c(SC(CCO)C(=O)NCc2ccco2)nc2sc3c(c2c1=O)CCC3 (stereo unspecified)	-3.2%
COc1ccc2[nH]c3c(NCCN4CCCCC4)ncnc3c2c1	3.5%
COc1ccccc1N1CCN(C(=O)CN(c2cc(C)cc(C)c2)S(C)(=O)=O)CC1	-1.6%
COc1ccc(-n2c(Cc3cccn3C)nnc2SCC(=O)Nc2ccccc2C)cc1	-16.1%
CCOC(=O)C(CC)n1cnc2c(cnn2-c2ccc(Cl)cc2)c1=O (stereo unspecified)	1.5%
Cn1c(SCC(=O)N2CCN(S(=O)(=O)c3ccccc3)CC2)nc2ccccc21	-6.8%
CC(C)OCCCNc1nc2c([nH]1)c(=O)n(C)c(=O)n2C	-4.7%
Cc1ccc(O)c(C2=NOC(O)(C(F)(F)C(F)F)C2)c1 (stereo unspecified)	-13.7%
OCCOc1nnnn1-c1ccccc1	-6.0%
COc1ccccc1-c1cc(C(=O)NCc2cccs2)no1	-4.5%
O=C(COc1ccccc1Cl)Nc1nc(-c2cccs2)cs1	1.4%
Oc1ccc2ccccc2c1CN1CCOCC1	18.3%
CCOC(=O)c1ccc(NC(=O)CCc2ccc(CC)o2)cc1	-10.4%
O=c1cc(C(F)(F)F)nc(-c2ccccc2)[nH]1	0.8%
O=S(=O)(c1ccccc1)c1ccccc1/C=N\O	10.8%
CC(C)CCOc1ccc(NC(=O)C2OC3OC(C)(C)OC3C3OC(C)(C)OC23)cc1 (stereo unspecified)	-4.5%
COc1ccc(C(=O)Nc2scc(-c3ccc(Cl)cc3Cl)c2C(N)=O)cc1	0.8%
Cc1ccnc(NS(=O)(=O)c2ccc(NC(=O)C3CCCCC3)cc2)n1	-12.6%
CN(C)C(=O)CSC1c2ccccc2C(=O)N1c1ccccc1 (stereo unspecified)	-9.5%
Cc1cccc(S(=O)(=O)C(C#N)c2nc3ccccc3nc2N2CCOCC2)c1 (stereo unspecified)	-6.9%
C=C(C)C1CC=C(CN2CCC(C(=O)OCC)CC2)CC1 (stereo unspecified)	-0.1%
CCOc1cc(/C=C2\C(=O)NC(=O)N(c3ccc(Cl)cc3)C2=O)cc(Br)c1OC	-11.7%
COc1cc(C2C(C#N)=C(N)OC3=C2C(=O)CCC3)c([N+](=O)[O-])cc1OC (stereo unspecified)	0.1%
C=CCOC(=O)N1CCN(c2cccc(C(F)(F)F)c2)CC1	24.7%
SMILES	mouse EphA4 binding
Cc1ccc2cc(CN(Cc3nnnn3C3CCCC3)C3CCCCC3)c(=O)[nH]c2c1C	10.2%
Fc1ccc(C2=Nn3c(Cc4ccccc4)nnc3SC2)cc1	-8.8%
COc1ccc(N/C(=C(/C(Cl)=C(Cl)Cl)[N+](=O)[O-])n2nnc3ccccc32)cc1OC	3.1%
O=C(Nc1cccc(Br)c1)c1ccc(N2C(=O)c3ccccc3C2=O)cc1	2.5%
COc1cnc(SCc2c(Cl)cccc2Cl)nc1Cl	-3.6%
COc1ccc(-c2cc(C(=O)N3CCN(c4ccccn4)CC3)c3ccccc3n2)cc1	-12.2%
Cc1ccccc1NS(=O)(=O)c1cc(C(=O)NCCC2=CCCCC2)ccc1C	-12.8%
Cc1cccc(NC(=O)CN2CCCN(S(=O)(=O)c3ccc(Br)s3)CC2)c1	-8.8%
Cc1ccc(C(=O)Nc2ccccc2C(=O)N2CC3(C)CC2CC(C)(C)C3)cc1 (stereo unspecified)	10.4%
COC(=O)/C=C1\SC(=NC(=O)c2cccc(Cl)c2)NC1=O	-4.8%
COC(=O)COc1ccsc1C(=O)OC	3.9%
CCn1cc(C(=O)NC2CCC(C)CC2)c(=O)c2cc(S(=O)(=O)N3CCCCC3)ccc21 (stereo unspecified)	3.2%
CSc1ccc(/C=N/NC(=O)c2cccc(O)c2)cc1	-3.9%
COc1ccc(OCc2nn3c(-c4ccco4)nnc3s2)cc1	12.1%
O=C(CSc1nc2ccccc2[nH]1)N1CCN(S(=O)(=O)c2ccc(Cl)cc2)CC1	-4.6%
Cc1cc(C)n(-c2nc3ccccc3c(=O)n2OCC(=O)N(C)C)n1	0.2%
CCS(=O)c1ccccc1C(=O)O (stereo unspecified)	1.9%
CSc1nc(-c2ccco2)cc(-c2ccccc2)c1C#N	21.0%
Cn1c(=N)n(CC(=O)c2ccc(Br)s2)c2ccccc21	-2.9%
COc1cc2c(cc1OC)C1=CC(=O)C(=O)N1C(C)(C)C2	-4.8%
CCOc1ccc(-n2ccnc2SCC(=O)Nc2nnc(CC)s2)cc1	-8.6%
CCOC(=O)CNC(=O)CSc1nnc(-c2ccncc2)n1-c1ccc(Cl)cc1	-16.6%
Cc1cccc(N=C2NC(=O)/C(=C3/C(=O)N(C)c4ccccc43)S2)c1C	-3.3%
COc1ccc(CN2CN=C(Nc3nc4ccccc4s3)NC2)cc1	0.6%
COc1ccc(N2CCCn3c2nc2c3c(=O)n(Cc3ccccc3F)c(=O)n2C)c(OC)c1	-6.3%
SMILES	mouse EphA4 binding
CCOc1ccc(N2C(=O)CC(NCCc3ccc(S(N)(=O)=O)cc3)C2=O)cc1 (stereo unspecified)	-6.7%
CC(CCc1ccccc1)NC(=O)C1CCCN(C(=O)c2cc3sccc3n2C)C1 (stereo unspecified)	-1.0%
CCNC(=O)/C(=C/c1ccco1)NC(=O)/C=C/c1ccccc1	1.8%
CC1CCCC(C(=O)O)N1C(=O)CCS (stereo unspecified)	14.0%
CC1(C)CC(=O)C2=C(C1)N(c1ccc(F)cc1)C(=O)CC2c1ccsc1 (stereo unspecified)	7.8%
CN(CCOC(=O)C1c2ccccc2Oc2ccccc21)C(C)(C)C	-0.9%
CC(=O)NS(=O)(=O)c1ccc(NC(=S)NC(=O)C(C)C)cc1	-16.4%
Cc1ccc(CCN2CC(C(=O)NCCN3CCOCC3)CC2=O)cc1 (stereo unspecified)	-7.1%
CC(C)=C1C(=O)NN(c2cccc(Br)c2)C1=O	-6.2%
COc1ccccc1NC(=S)NNC(=O)c1c(Cl)c(C)nn1C	-3.1%
Cc1ccc(C(=O)N/C(=C\c2sccc2C)C(=O)NCC(C)C)cc1	-7.9%
CCc1ccc(OCC(=O)NCCOc2ccccc2)cc1	-1.0%
Cc1ccccc1NC(=O)C(=O)NCc1cccnc1	0.6%
COC(=O)C(NC(=O)c1ccc(Cl)cc1)(Nc1nc(C)cs1)C(F)(F)F (stereo unspecified)	-8.5%
O=C(NC1CCCCCCC1)C1CCCN(S(=O)(=O)c2cnc[nH]2)C1 (stereo unspecified)	-3.1%
CC12CC(c3ccccc3O1)N(C(=O)c1ccco1)C(=S)N2c1ccccc1 (stereo unspecified)	-8.3%
NC(=O)C1CCCc2c1[nH]c1ccccc21 (stereo unspecified)	8.1%
CC(=O)C1(Nc2ccccc2)CC(C)=NN1C(=O)c1ccccc1 (stereo unspecified)	-5.0%
COc1ccc(C(=O)N2CCC(C(=O)Nc3cccc(C)c3)CC2)cc1OC	-9.8%
Clc1ccc(Cc2ccc(SCc3ccccc3)nn2)c(Cl)c1	-4.6%
CCOC(=O)c1c(C)[nH]c(/C=N/O)c1O	-9.6%
CSc1cc(-c2ccc(Cl)cc2)n(Cc2ccccc2)c(=O)c1C#N	-1.1%
CN(C)CCCNC(=O)CC(c1ccc(F)cc1)c1ccco1 (stereo unspecified)	-15.3%
O=C(NCCCn1ccnc1)c1ccc(S(=O)(=O)N2CCCCCC2)cc1	-16.0%
C/C(CCc1ccc2c(c1)OCO2)=N\N=C(/N)SC1CC(=O)N(c2ccccc2F)C1=O (stereo unspecified)	-0.9%

Arranged by the number under mouse EphA4 binding (largest number first): three from the list above
structure,mouse EphA4 binding
CCNC(=O)/C(=C/c1ccco1)NC(=O)/C=C/c1ccccc1,1.8%
Cc1ccccc1NC(=O)C(=O)NCc1cccnc1,0.6%
COc1ccccc1NC(=S)NNC(=O)c1c(Cl)c(C)nn1C,-3.1%

The list continues:
SMILES	mouse EphA4 binding
COc1ccc(C(=O)Nc2ccc(-c3cn4ccsc4n3)cc2)cc1S(=O)(=O)N1CCOCC1	-0.4%
CC(=O)c1cccc(NC(=O)C2CCCN2S(=O)(=O)c2cccc3nsnc23)c1 (stereo unspecified)	-10.1%
COCCn1nnnc1CN(Cc1ccco1)Cc1cc2cc3c(cc2[nH]c1=O)OCO3	-15.9%
O=C(Nc1ccc2nc(-c3ccc(Br)o3)[nH]c2c1)c1ccco1	-6.3%
COc1cccc(NC(=O)N2CCC(C(=O)Nc3ccc(C)cc3C)CC2)c1	-0.5%
CC(C(=O)N1C(C)CCCC1C)N1C(=O)c2ccccc2C1=O (stereo unspecified)	-12.6%
Cc1nc2ccccc2c(=O)n1/N=C/c1cccnc1	-2.9%
CC12CC(NC(=O)N1c1ccc(C(=O)N3CCN(c4ccccn4)CC3)cc1)c1ccccc1O2 (stereo unspecified)	-0.4%
CC(=O)Oc1cc2c(C(=O)NCCN3CCOCC3)c(C)oc2c2ccccc12	-16.5%
CCc1ccc(-c2nc(CSCC(=O)N3CCN(c4ccccn4)CC3)c(C)o2)cc1	5.6%
CCOc1ccc(N2CC(=O)Nc3ccccc3NCC2=O)cc1	-1.9%
Cc1cc(C)n(C(=O)COc2cccc3ccccc23)n1	-8.2%
COc1cc(/C=C/c2[nH]c(=O)[nH]c(=O)c2[N+](=O)[O-])cc(Br)c1OCc1ccccc1	-1.7%
CC(Oc1ccc(-c2nccc(-c3ccccn3)n2)cc1)C(=O)NN (stereo unspecified)	-8.6%
CCc1ccccc1NC(=O)CSc1nc(-c2ccccc2)nn1C(=O)c1cccc([N+](=O)[O-])c1	-9.3%
COc1ccc(Cl)cc1NC(=O)C1=C(C)NC(=O)NC1c1ccccc1Cl (stereo unspecified)	-9.5%
COc1ccc(C2(CCN)CC(C)N(C)CC2C)cc1 (stereo unspecified)	0.7%
COCCNC(=O)C(c1ccccc1)N(C(=O)Cn1nnc2ccccc21)c1cccnc1 (stereo unspecified)	5.0%
N#CC(C(=O)NC1CCCCC1)c1nc2ccccc2nc1N1CCOCC1 (stereo unspecified)	-2.4%
CCOc1ccc(C(=O)CN2CCN(S(=O)(=O)c3ccc(Cl)cc3)CC2)cc1	0.0%
Cc1ccccc1N/N=C1\CCCNC1=O	5.1%
COc1cc(-c2nnc(COc3ccc4cc(Br)ccc4c3)o2)cc(OC)c1OC	-5.6%
Cn1c(-c2ccc3c(c2)OCO3)cnc1NCc1ccccc1	-31.8%
COc1ccc(S(=O)(=O)N(CCCN2CCOCC2)Cc2cccc(OC)c2OC)cc1	-16.2%
O=C(COC(=O)c1cc2ccccc2s1)Nc1cccc2ccccc12	-9.7%

Only part of the results is shown; the hit share may differ from the screen's.
